proCasp3 act: activators of human procaspase-3 D3A mutant, primary screen, biochemical, absorbance, PC-3 D3A mutant, single concentration. Caspase-3 (Homo sapiens), P42574. recombinant procaspase-3 D3A, Ac-DEVD-pNA absorbance 405 nm. activation, % at 8.5 µM. 330,000 compounds, 0.11% hits;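 active means activation above the mean of all tested compounds plus 3 SD, cut at about 21% in these data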;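 further: 0% = DMSO alone and 100% = DMSO wells spiked with extra 5 µM PC-3 D3A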
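Assay system: Autoprocessing-dead procaspase-3 D3A mutant enzyme; also added: Ac-DEVD-pNA; doses: one concentration, 8.5 µM nominal, 0.8% DMSO; times: 1 h compound preincubation, 2 h substrate hydrolysis at 25 °C; technique: 405 nm absorbance of p-nitroaniline, reads at 0 and 120 min; measure: % activation between DMSO and enzyme-spiked controls; repeats: single replicate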
procasp7 counter: procaspase-7 activators, primary screen, counter-screen for procaspase-3 activator project, biochemical, absorbance, HTS, human; recombinant procaspase-7, Ac-DEVD-pNA absorbance 405 nm; D23A/D198A/D206A triple mutant, cannot self-cleave; scale: DMSO 0, 5 µM enzyme 100; AID 463210, 2010; activation, % at 8.5 µM; 330,000 compounds, 0.093% hits;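 active means percent activation above the screen-wide mean plus 3 SD, cut at about 25% in these data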
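Replicates: singlicate. Assay system: Procaspase-7 triple mutant (PC-7 D3A). Signal: 405 nm absorbance of p-nitroaniline. Times: 1 h preincubation, 2 h reaction. Buffer or medium: Zinc-free HEPES pH 7.4 with 300 mM NaCl, 0.01% Triton X-100. Also added: DEVD-pNA substrate. Benchmarks: DMSO wells as 0%, DMSO with 5 µM added PC-7 as 100%.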
LAP4-GFP MLPCN: modulators of LAP4-GFP expression in yeast, primary screen, S. cerevisiae, multiplex flow cytometry, MLPCN library | 3 h; median GFP as percent of DMSO wells | GFP response vs DMSO, % at 10 µM | 320,000 compounds, 0.34% hits | AID 2023, 2009;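 active means GFP response vs DMSO above a set limit, about the screen mean plus 3 SD, cut at about 150% in these data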
RPL19A-GFP yeast: RPL19A-GFP expression modulators in yeast, primary screen, cell-based, S. cerevisiae, multiplex flow cytometry, MLPCN; S. cerevisiae RPL19A-GFP strain, 3 h; active compounds read low; percent response vs DMSO, % at 10 µM; 330,000 compounds, 0.3% hits;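 active means percent response vs DMSO below 50%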;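 further: median channel GFP fluorescence of the barcoded RPL19A-GFP strain; ratio of sample median GFP to plate DMSO average so 100% = DMSO; lower means less RPL19A-GFP as with rapamycin TOR inhibition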
JMJD2C inh: inhibitors of GASC-1 histone demethylase, primary screen, biochemical, fluorescence, DELFIA europium | Lysine-specific demethylase 4C (Homo sapiens), Q9H3R0 | GST-JMJD2C(1-420) H3K9me3 demethylation | inhibition, % at 2.35 µM | 330,000 compounds, 0.069% hits;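 active means more than half of a compound's replicate wells show inhibition beyond 50%, single wells judged on their own value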;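 further: signal counts dimethyl H3K9 product captured on neutravidin plate; 0% = median of DMSO wells and 100% = 0.3 times that DMSO median; strong numbers were not always called active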
AHR activator: AHR activators, primary screen, cell-based, luminescence, luciferase reporter, human; Aryl hydrocarbon receptor (Homo sapiens), P35869; AHR-responsive luciferase reporter cells; activation, % at 5 µM; 320,000 compounds, 2.5% hits; in the data active means activation above about 47%;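 further: 0% = vehicle wells and 100% = reference agonist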
Target sequence (P35869 whole entry, looked up): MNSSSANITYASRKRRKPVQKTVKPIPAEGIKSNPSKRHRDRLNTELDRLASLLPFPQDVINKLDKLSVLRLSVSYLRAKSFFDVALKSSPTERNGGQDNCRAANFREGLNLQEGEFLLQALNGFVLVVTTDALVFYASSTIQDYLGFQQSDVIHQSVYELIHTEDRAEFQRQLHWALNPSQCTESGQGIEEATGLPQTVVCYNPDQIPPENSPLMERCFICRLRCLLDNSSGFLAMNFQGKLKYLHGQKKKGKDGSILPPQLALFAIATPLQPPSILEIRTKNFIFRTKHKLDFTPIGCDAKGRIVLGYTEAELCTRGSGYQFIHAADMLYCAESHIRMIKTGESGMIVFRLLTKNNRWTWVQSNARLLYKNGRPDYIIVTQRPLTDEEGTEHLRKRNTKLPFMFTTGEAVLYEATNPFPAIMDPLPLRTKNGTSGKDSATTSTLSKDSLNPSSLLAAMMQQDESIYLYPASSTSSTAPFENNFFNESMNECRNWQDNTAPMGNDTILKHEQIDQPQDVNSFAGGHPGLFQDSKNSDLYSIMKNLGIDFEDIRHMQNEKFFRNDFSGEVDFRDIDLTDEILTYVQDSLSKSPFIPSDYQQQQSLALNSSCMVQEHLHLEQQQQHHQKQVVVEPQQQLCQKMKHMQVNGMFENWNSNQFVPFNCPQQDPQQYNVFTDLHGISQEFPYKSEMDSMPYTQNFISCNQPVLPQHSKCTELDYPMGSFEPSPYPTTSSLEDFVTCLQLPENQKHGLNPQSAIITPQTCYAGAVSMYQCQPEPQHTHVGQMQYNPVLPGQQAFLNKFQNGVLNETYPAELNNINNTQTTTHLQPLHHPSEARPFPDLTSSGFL
MEP2-GFP yeast: modulators of MEP2-GFP levels in yeast, primary screen, S. cerevisiae, multiplex flow cytometry, MLPCN library. AID 2016, 2009. GFP response vs DMSO, % at 10 µM. S. cerevisiae MEP2-GFP strain, 3 h; 100% = DMSO control level. 330,000 compounds, 0.51% hits;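 active means GFP response versus DMSO above a set limit, roughly screen mean plus 3 SD, cut at about 180% in these data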;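 further: median GFP fluorescence of the barcode-gated MEP2-GFP cells per well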
CR mimetic SO: reduction of superoxide in aged yeast, primary screen, HTS | superoxide response (% of plate mean), % at 10 µM | AID 2690, 2010 | S. cerevisiae aged cells, superoxide DHE fluorescence; active compounds read low | 330,000 compounds, 0.18% hits;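 active means superoxide response under a set limit, about three screen SD below normal, cut at about 65% in these data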;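 further: yeast aged for seven days with compound at 30 °C before DHE staining; 100% = average MFI of all compound-treated wells on the plate with controls excluded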
Active calls of the source: *; x = no result given; & = joins results of further samples.

[1] O=C(COC(=O)c1ccccn1)Nc1ccc2c(c1)OCO2
[2] Cc1c(C(=O)Nc2nc3ccccc3[nH]2)oc2ccc(Br)cc12
[3] CC(=O)Nc1cc(C(=O)O)ccc1S(=O)(=O)c1ccc(C)cc1
[4] O=C(O)c1ccccc1C(=O)c1ccc(-c2ccccc2)cc1
[5] CCc1nnc(NC(=O)CSc2nnc(-c3ccccc3O)n2-c2ccc(C)cc2C)s1

compound no.,1,2,3,4,5
MEP2-GFP yeast,105,96,105,108,105
RPL19A-GFP yeast,98,92,105,105,98
proCasp3 act,2,1,0,4,1
CR mimetic SO,104,112,104,107,100
AHR activator,5,29,-1,2,-1
JMJD2C inh,2,-81,1,-7,-4&10
LAP4-GFP MLPCN,114,106,104,114,112
procasp7 counter,7,4,8,-1,4

[6] COc1ccc(CN2CCN(C(C)C(=O)N(C)Cc3cccc(F)c3)CC2)cc1OC (centres undefined)
[7] CCCOC(=O)c1c(NC(=O)CCCn2nc([N+](=O)[O-])cc2C)sc(C(=O)OC)c1C
[8] O=C(COC(=O)c1ccc(Cl)c([N+](=O)[O-])c1)NC1CCCC1
[9] COc1ccc(NS(=O)(=O)c2cccc(NC(=O)NCCCl)c2)cc1
[10] O=C(NC1CCCCC1)c1ccc(CS(=O)Cc2ccc(Cl)cc2)o1 (centres undefined)

compound no.,6,7,8,9,10
MEP2-GFP yeast,107,105,102,98,107
RPL19A-GFP yeast,102,101,103,102,104
proCasp3 act,-7,-4,-3,0,5
CR mimetic SO,104,101,93,92,126
AHR activator,2,4,0,3,0
JMJD2C inh,11,2,7,-32,3
LAP4-GFP MLPCN,98,93,98,93,109
procasp7 counter,-2,3,5,5,6

[11] CCOc1ccc(CN2CCCC(CNC(=O)c3ccc(F)cc3)C2)cc1CO (centres undefined)
[12] S=C(NCCc1ccccc1)N1CCn2cccc2C1c1ccncc1 (centres undefined)
[13] COC(=O)c1scc(C)c1NC(=O)CC1NCCNC1=O (centres undefined)
[14] CCOC(=O)C1=C(c2ccccc2)OC(N)=C(C#N)C1C(C)C (centres undefined)
[15] CN(C)S(=O)(=O)N1CCN(CC(=O)Nc2ccc(F)cc2)CC1

compound no.,11,12,13,14,15
MEP2-GFP yeast,110,80,100,89,121
RPL19A-GFP yeast,110,88,99,90,92
proCasp3 act,8,5,-4,10,4
CR mimetic SO,86,127,85,102,87
AHR activator,3,8,7,17,0
JMJD2C inh,-6,-10,9,5,6
LAP4-GFP MLPCN,94,87,116,87,96
procasp7 counter,-3,-2,10,5,-7

[16] Cc1cccc(-n2c(-c3csc4ccccc34)n[nH]c2=S)c1
[17] O=C(CCCCCN1C(=O)c2ccccc2C1=O)Nc1ccccc1
[18] CC(NC(=O)CCCc1ccccc1)c1ccncc1 (centres undefined)
[19] Cc1nc(SCc2ccc(OCCC(C)C)cc2)n[nH]1
[20] O=C(Nc1ccccc1N1CCCCC1)c1ccc(Cl)c([N+](=O)[O-])c1

compound no.,16,17,18,19,20
MEP2-GFP yeast,113,95,113,105,95
RPL19A-GFP yeast,103,90,111,99,99
proCasp3 act,0,1,6,2,4
CR mimetic SO,100,105,99,106,89
AHR activator,4,-1,14,10,44
JMJD2C inh,-9,10,0,-4,5
LAP4-GFP MLPCN,110,91,97,116,110
procasp7 counter,-16,3,1,-1,3

[21] COC(=O)c1cn(CC(=O)Nc2ccc(OC)cc2)c2ccccc12
[22] COC(=O)c1[nH]c2ccc(C)cc2c1NC(=O)CN1CCC(C)CC1
[23] O=C(Nc1ccccc1N1CCN(C(=O)c2ccccc2)CC1)c1ccc(Cl)cc1
[24] CC1CCC(C(=O)NC(C(=O)N2CCc3ccccc3C2)C(C)C)CC1 (centres undefined)
[25] O=C(COC(=O)CCCc1nc2ccccc2s1)NC(=O)NCc1ccco1

compound no.,21,22,23,24,25
MEP2-GFP yeast,108,105,102,102,102
RPL19A-GFP yeast,100,105,104,96,95
proCasp3 act,5,9,-2,7,3
CR mimetic SO,96,107,98,87,102
AHR activator,0,21,17,4,2
JMJD2C inh,-5,-3,4,20,2
LAP4-GFP MLPCN,80,96,118,91,104
procasp7 counter,3,9,4,1,6

[26] CC(NCc1cccs1)C(=O)NC1CCCCC1 (centres undefined)
[27] CCCCOCCOCCOCCCC
[28] Cc1cccc2cc(C(c3nnnn3CC3CCCO3)N3CCCc4ccccc43)c(=O)[nH]c12 (centres undefined)
[29] Cc1[nH]c2ccccc2c1/C=N/Nc1nc(N2CCCCC2)nc(N2CCCCC2)n1
[30] Cc1ccccc1NCCC(=O)Nc1ccc(Cl)cc1

compound no.,26,27,28,29,30
MEP2-GFP yeast,100,94,93,x,109
RPL19A-GFP yeast,96,98,94,x,102
proCasp3 act,-10,-9,-12,-7,3
CR mimetic SO,94,127,112,83,113
AHR activator,1,0,7,15,21
JMJD2C inh,-1,7,-9,-3,5
LAP4-GFP MLPCN,96,95,94,x,122
procasp7 counter,13,-6,-3,-4,0

Sorted by count of non-hydrogen atoms (largest number first): part of the list above.
[28] Cc1cccc2cc(C(c3nnnn3CC3CCCO3)N3CCCc4ccccc43)c(=O)[nH]c12 (centres undefined)
[29] Cc1[nH]c2ccccc2c1/C=N/Nc1nc(N2CCCCC2)nc(N2CCCCC2)n1
[23] O=C(Nc1ccccc1N1CCN(C(=O)c2ccccc2)CC1)c1ccc(Cl)cc1
[25] O=C(COC(=O)CCCc1nc2ccccc2s1)NC(=O)NCc1ccco1
[24] CC1CCC(C(=O)NC(C(=O)N2CCc3ccccc3C2)C(C)C)CC1 (centres undefined)
[22] COC(=O)c1[nH]c2ccc(C)cc2c1NC(=O)CN1CCC(C)CC1
[30] Cc1ccccc1NCCC(=O)Nc1ccc(Cl)cc1

compound no.,28,29,23,25,24,22,30
MEP2-GFP yeast,93,x,102,102,102,105,109
RPL19A-GFP yeast,94,x,104,95,96,105,102
proCasp3 act,-12,-7,-2,3,7,9,3
CR mimetic SO,112,83,98,102,87,107,113
AHR activator,7,15,17,2,4,21,21
JMJD2C inh,-9,-3,4,2,20,-3,5
LAP4-GFP MLPCN,94,x,118,104,91,96,122
procasp7 counter,-3,-4,4,6,1,9,0

[26] CC(NCc1cccs1)C(=O)NC1CCCCC1 (centres undefined)
[27] CCCCOCCOCCOCCCC

compound no.,26,27
MEP2-GFP yeast,100,94
RPL19A-GFP yeast,96,98
proCasp3 act,-10,-9
CR mimetic SO,94,127
AHR activator,1,0
JMJD2C inh,-1,7
LAP4-GFP MLPCN,96,95
procasp7 counter,13,-6

Following part:
[31] CC1CCN(C(c2nnnn2CCc2ccccc2)C(C)C)CC1 (centres undefined)
[32] O=C1C(Cl)=C(Nc2ccc(O)cc2)C(=O)c2ccccc21
[33] COCCN(Cc1nc(-c2ccc(-c3ccccc3)cc2)oc1C)C(C)C
[34] Cc1ccccc1C(=O)NC(NC(=O)c1ccccc1C)c1cccc([N+](=O)[O-])c1
[35] CC(=O)Nc1ccc(C(=O)n2nc(C)cc2C)cc1

compound no.,31,32,33,34,35
MEP2-GFP yeast,102,94,114,132,101
RPL19A-GFP yeast,104,99,104,98,95
proCasp3 act,3,-12,5,5,1
CR mimetic SO,107,153,99,94,88
AHR activator,1,132*,3,2,-1
JMJD2C inh,1,-3,12,-3,5
LAP4-GFP MLPCN,93,104,97,104,97
procasp7 counter,-2,-28,-2,9,8

[36] CCN(CC)S(=O)(=O)c1ccc2[nH]cc(C(=O)NCCN3CCCCC3C)c(=O)c2c1 (centres undefined)
[37] CCN(C(=O)CSc1nnc(Nc2ccc(OC)cc2)s1)C1CCS(=O)(=O)C1 (centres undefined)
[38] COc1ccc(C(=O)N/N=c2\oc3ccccc3cc2C(N)=O)cc1
[39] CCOc1ncccc1C(=O)Nc1cccc(S(=O)(=O)N2CCCCC2)c1
[40] COCCNC(=O)C(c1cccc(OC)c1)N(Cc1cccs1)C(=O)Cn1nnc2ccccc21 (centres undefined)

compound no.,36,37,38,39,40
MEP2-GFP yeast,98,106,92,106,105
RPL19A-GFP yeast,94,98,98,103,97
proCasp3 act,9,-3,3,5,2
CR mimetic SO,133,123,92,90,101
AHR activator,-2,2,19,2,1
JMJD2C inh,3,-6,10,-10,-9
LAP4-GFP MLPCN,96,90,98,100,92
procasp7 counter,-3,7,1,-5,7

[41] CCCCNc1nc2c(c(=O)n(C)c(=O)n2C)n1CCC
[42] COc1ccc(S(=O)(=O)N(CC(=O)NC2CC2)C2CCCCC2)cc1Cl
[43] CC(=O)Nc1ccc(S(=O)(=O)Nc2nc3ccc([N+](=O)[O-])cc3s2)cc1
[44] CC1(C)OC(=O)N(CCC(=O)Nc2cccc(F)c2)C1(C)O (centres undefined)
[45] Cc1cccc(OCC(=O)N(Cc2ccc(F)cc2)C2CCS(=O)(=O)C2)c1C (centres undefined)

compound no.,41,42,43,44,45
MEP2-GFP yeast,104,100,104,111,95
RPL19A-GFP yeast,97,102,100,99,94
proCasp3 act,-3,9,10,1,6
CR mimetic SO,98,81,103,102,84
AHR activator,14,0,1,4,3
JMJD2C inh,-2&-10,3,8,2,0
LAP4-GFP MLPCN,100,94,111,102,88
procasp7 counter,4,10,11,2,7

[46] Cn1c(SCC(=O)c2ccccc2)nnc1-c1cccc(N)c1
[47] O=C(COC(=O)C1CCC1)Nc1cccc(Cl)c1
[48] Cc1cccc(Cl)c1OCCCN1CCOCC1
[49] O=C(CNC(=O)c1ccco1)OCC(=O)c1ccc([N+](=O)[O-])cc1

compound no.,46,47,48,49
MEP2-GFP yeast,111,103,96,97
RPL19A-GFP yeast,94,96,105,99
proCasp3 act,-10,5,3,-16
CR mimetic SO,87,108,101,95
AHR activator,1,4,-1,0
JMJD2C inh,-9,2,3,-16
LAP4-GFP MLPCN,97,119,81,85
procasp7 counter,-16,-4,7,-20

High-throughput results (PubChem)
